HTR1A agonist – human 5-HT1a receptor agonists, primary screen, cell-based, CHO, Ga15 NFAT-bla reporter; 65,000 compounds, 0.56% hits; activation, % at 10 µM; 5-hydroxytryptamine receptor 1A (Homo sapiens), P08908; AID 567, 2006; CHO 5-HT1a Ga15 NFAT-bla reporter, FRET ratio; 0% basal, 100% maximal reference agonist;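 active = activation above the screen-wide mean activation plus 3 SD, cut at about 19% in these data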;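 note: 0% = DMSO wells and 100% = 5-CT at EC100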
Target sequence (P08908 whole entry, looked up): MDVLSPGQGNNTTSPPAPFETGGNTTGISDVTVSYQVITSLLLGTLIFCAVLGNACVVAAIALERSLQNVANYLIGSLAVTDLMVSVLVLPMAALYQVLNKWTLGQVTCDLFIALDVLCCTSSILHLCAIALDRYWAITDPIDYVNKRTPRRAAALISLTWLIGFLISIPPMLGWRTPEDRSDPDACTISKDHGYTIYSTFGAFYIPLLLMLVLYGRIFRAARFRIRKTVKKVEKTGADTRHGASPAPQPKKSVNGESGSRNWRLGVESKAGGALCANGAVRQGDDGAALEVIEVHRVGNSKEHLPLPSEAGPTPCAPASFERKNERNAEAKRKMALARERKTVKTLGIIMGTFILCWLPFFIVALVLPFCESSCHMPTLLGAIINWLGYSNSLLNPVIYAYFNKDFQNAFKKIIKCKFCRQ
5HT1a antag – human 5-HT1a receptor antagonists, primary screen, cell-based, CHO, Ga15 NFAT-bla reporter | 5-hydroxytryptamine receptor 1A (Homo sapiens), P08908 | CHO 5-HT1a Ga15 NFAT-bla reporter, antagonist mode | inhibition, % at 10 µM | 62,000 compounds, 0.68% hits | AID 612, 2007;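 active = inhibition above the mean of all tested compounds plus 3 SD, cut at about 43% in these data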;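 note: receptor stimulated by 5-CT agonist at 100 nM near EC80; beta-lactamase reporter measured by ratiometric fluorescence of a cleavable substrate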
TNAP act DEA – human TNAP enzyme activators, primary screen, biochemical, luminescent, intermediate phosphate acceptor level; purified TNAP, CDP-star luminescence, 100 mM DEA, 30 min; stronger effect = higher value; scale: 0 levamisole-inhibited, 1 vehicle-only enzyme; activation factor at 20 µM; 64,000 tested, under 10 active; AID 813, 2007;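 active = activation factor of at least 2 at 20 µM, relative to controls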
MMP13 inh – human MMP13 inhibitors, primary screen, biochemical, FRET peptide cleavage | Collagenase 3 (Homo sapiens), P45452 | AID 570, 2006 | 65,000 compounds, 0.07% hits | inhibition, % at 4 µM | MMP-13 fTHP FRET cleavage, Mca fluorescence;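 active = inhibition above the mean of compound-free control plate wells plus 3 SD, cut at about 14% in these data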;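 note: 0% = DMSO wells and 100% = wells with reference MMP-13 inhibitor after basal subtraction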
Fluor 339 460 – intrinsic fluorescence of library compounds, ex339/em460 – biochemical, MLSMR library, data from DPM-DC assay, artefact control, profiling panel | 65,000 compounds, 5.5% hits | compound autofluorescence, ex339/em460 nm, NADH buffer; stronger effect = higher value; 1 = no-compound wells, NADH background | fluorescence fold increase at 10 µM;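 active = at 10 µM, mean starting fluorescence two-fold or more over control wells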;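 note: signal is the first read of a kinetic run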
NADH coupling – inhibitors of PK/LDH coupling enzymes, profiling panel, artefact control, biochemical, MLSMR library. coupled PK/LDH NADH assays, four targets. IC50, µM (highest dose often 10 µM), for the others: at the highest dose inhibition. 65,000 compounds, 0.02% hits;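 active = single-dose screening hits from any of four coupled enzyme assays that gave an IC50 when retested across doses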;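 note: the DPM-DC format reads NADH fluorescence rather than 340 nm absorbance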
SF1 activator – activators of human SF-1, primary screen, cell-based, CHO-K1, Gal4-SF-1 LBD, luciferase luminescence. Steroidogenic factor 1 (Homo sapiens), Q13285. CHO-K1 Gal4-SF-1 LBD luciferase reporter; % increase over DMSO SF-1-specific signal. activation, % at 10 µM. 65,000 compounds, 1.9% hits. AID 522, 2006;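 active = activation above the mean activation of all tested compounds plus 3 SD, cut at about 50% in these data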
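Test system: CHO-K1 cells co-transfected with Gal4 DBD–human SF-1 LBD, 5xGal4 luciferase reporter. Quantity: 4,000 cells per well. Compound: 10 µM only. Incubation: compound added 1 h post-seeding, 20 h exposure at 37 °C, 5% CO2. Detection: SteadyLite luciferase luminescence. Replication: one test per compound.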
RORa activator – activators of orphan receptor RORA, primary screen, cell-based, luminescence; CHO-K1 Gal4-RORA LBD luciferase reporter; percent increase over mock-subtracted basal signal; activation, % at 10 µM; 65,000 compounds, 1.5% hits;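 active = activation above the mean of all tested compounds plus 3 SD, cut at about 49% in these data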;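 note: 0% = DMSO-treated RORA cells and 100% = added signal equal to DMSO minus mock-transfected cells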
Target sequence (P35398 whole entry, looked up, the tested form may be a part): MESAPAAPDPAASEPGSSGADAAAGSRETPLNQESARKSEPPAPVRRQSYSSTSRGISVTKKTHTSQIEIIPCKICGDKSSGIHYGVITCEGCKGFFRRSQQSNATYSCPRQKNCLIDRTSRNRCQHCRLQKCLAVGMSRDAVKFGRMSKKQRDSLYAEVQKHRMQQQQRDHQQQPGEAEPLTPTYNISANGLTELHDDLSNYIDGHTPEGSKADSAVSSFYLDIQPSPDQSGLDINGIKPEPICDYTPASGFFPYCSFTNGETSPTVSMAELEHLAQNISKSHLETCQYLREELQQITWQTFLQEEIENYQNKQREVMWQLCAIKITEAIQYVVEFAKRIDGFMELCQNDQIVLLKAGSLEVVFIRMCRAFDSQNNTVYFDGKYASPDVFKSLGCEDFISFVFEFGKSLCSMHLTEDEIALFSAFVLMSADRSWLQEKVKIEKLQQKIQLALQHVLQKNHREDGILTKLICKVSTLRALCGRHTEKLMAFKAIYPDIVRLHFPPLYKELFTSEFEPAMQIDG
Abs 340nm – compound light absorbance at 340 nm, profiling panel, artefact control, biochemical, MLSMR library, data from PS, PMK, MK assays; 65,000 tested, under 10 active; fold change at 10 µM; compound absorbance at 340 nm, fold over control; AID 708, 2007;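 active = at 10 µM dose, initial 340 nm absorbance at least 2 fold that of control wells; inactive = change under 2 fold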;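 note: initial absorbance extrapolated from kinetic A340 decline of NADH oxidation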
* hit, by the source's call; / = no result given.

SMILES | HTR1A agonist | 5HT1a antag | TNAP act DEA | MMP13 inh | Fluor 339 460 | NADH coupling | SF1 activator | RORa activator | Abs 340nm
O=C(NC1CCS(=O)(=O)C1)c1cccc(S(=O)(=O)N2CCCCC2)c1 (configuration not stated) | -1.6 | -6 | 0.9 | -3 | 1.1 | 6% | 9 | -9 | 1
Cc1ccc(C(=O)N(Cc2nc(-c3ccc(C)cc3)no2)C(C)C)cc1 | -0.2 | 10 | 0.9 | 0 | 1 | 6% | -9 | 8 | 1
Cc1cccc(C)c1NC(=O)CSc1nnnn1C | -2.1 | -3 | 0.9 | 0 | 1.1 | 6% | 2 | -12 | 1
Cn1c(=O)c2c(nc(NCc3ccccc3)n2C)n(C)c1=O | -2.4 | 0 | 0.9 | -10 | 1.1 | 7% | -2 | -29 | 1
O=C(CN1C(=O)C2C3C=CC(C3)C2C1=O)Nc1ccc2c(c1)OCCO2 (configuration not stated) | -0.2 | 2 | 1 | -5 | 1.1 | 6% | 41 | 32 | 1
COc1ccc(NC(=O)CN(c2ccccc2)S(=O)(=O)N(C)C)cc1OC | 0.2 | -7 | 0.9 | -1 | 1.1 | 9% | -3 | 13 | 1.1
CCC(=O)Nc1ccc(C(=O)Nc2cccnc2)cc1 | -1.6 | 2 | 0.9 | -2 | 1.1 | 2% | 14 | 1 | 1
O=C(Nc1cccc(N2CCCC2)c1)c1cccs1 | 1.9 | 6 | 0.9 | 0 | 1.1 | 2% | 1 | 5 | 1
CCn1cc(C(=O)NC2CCCCC2)c(=O)c2cc(S(=O)(=O)N(C)C)ccc21 | 1.4 | -4 | 1 | 2 | 1.1 | 3% | 15 | 2 | 1.1
Cc1cc(C)n(-c2nc(NC(C)C)nc(NC(C)C)n2)n1 | -2.6 | 11 | 0.9 | 4 | 1.1 | 3% | -53 | -44 | 1
Cc1cc(N(CN2CCCC2=O)C(=O)c2ccc(F)cc2)no1 | -2.0 | 11 | 1 | 6 | 1.1 | 5% | 9 | -18 | 1
CCCN(CCC)C(=O)Cn1ccc(=N)c2ccccc21 | -4.6 | 8 | 1 | -1 | 1.2 | 8% | 28 | -21 | 1.1
CCN1C(=O)c2cccc3c(S(=O)(=O)Nc4ncccc4C)ccc1c23 | -1.2 | 7 | 1 | -13 | 1.4 | 3% | 10 | -20 | 1.1
COc1ccc(OC)c(NS(=O)(=O)c2ccc3c(c2)n(C)c(=O)n3C)c1 | -1.8 | -11 | 0.9 | 7 | 1.1 | 1% | 22 | 4 | 1.1
CCCCS(=O)(=O)/C=C\C=C/S(=O)(=O)CCCC | -8.8 | 102* | 1 | 1 | 1.1 | 2% | -96 | -91 | 1.1
CCOC(=O)c1[nH]c2ccccc2c1N=C(C)N(CC)CC | -1.1 | / | 0.8 | 3 | 1.1 | 4% | 7 | 7 | 1
O=C(O)c1ccc2c(c1)NC(=O)C(N1CCCC1)S2 (configuration not stated) | -1.2 | -2 | 0.9 | -3 | 1.1 | 4% | 13 | 16 | 1
CCn1nnnc1SCC(=O)Nc1cccc(C)n1 | -2.6 | 7 | 0.9 | 3 | 1.1 | 5% | 1 | -13 | 0.98
O=C(CS(=O)(=O)Cc1ccccc1)Nc1nc2c(s1)CCCC2 | 7.3 | -1 | 0.9 | -1 | 1.2 | 1% | -8 | -12 | 1
CCCCOC(=O)Nc1nnc(CCOCC)s1 | -0.4 | 0 | 1 | 0 | 1.1 | 7% | 8 | -14 | 1.1

The list goes on (4 carried over from the part before).
SMILES | HTR1A agonist | 5HT1a antag | TNAP act DEA | MMP13 inh | Fluor 339 460 | NADH coupling | SF1 activator | RORa activator | Abs 340nm
O=C(O)c1ccc2c(c1)NC(=O)C(N1CCCC1)S2 (configuration not stated) | -1.2 | -2 | 0.9 | -3 | 1.1 | 4% | 13 | 16 | 1
CCn1nnnc1SCC(=O)Nc1cccc(C)n1 | -2.6 | 7 | 0.9 | 3 | 1.1 | 5% | 1 | -13 | 0.98
O=C(CS(=O)(=O)Cc1ccccc1)Nc1nc2c(s1)CCCC2 | 7.3 | -1 | 0.9 | -1 | 1.2 | 1% | -8 | -12 | 1
CCCCOC(=O)Nc1nnc(CCOCC)s1 | -0.4 | 0 | 1 | 0 | 1.1 | 7% | 8 | -14 | 1.1
C=CCOc1ccc(C2c3c(oc4ccccc4c3=O)C(=O)N2CCCN2CCOCC2)cc1 (configuration not stated) | -1.5 | -1 | 0.9 | 0 | 1.1 | 5% | 6 | -10 | 1
Cc1ccc(-c2nc(-c3cccnc3)no2)cc1 | 2.2 | -11 | 0.9 | 2 | 1.1 | 7% | 56* | 11 | 1
COc1cccc(OC)c1OCCCOc1c(OC)cccc1OC | 0.8 | -1 | 0.9 | -1 | 1.1 | 2% | 20 | 2 | 1
O=C(c1ccc(C(=O)N2CCOCC2)nc1)N1CCOCC1 | -0.2 | -12 | 0.9 | 8 | 1.2 | 6% | -29 | -11 | 1.1
CN(C)CCOCCP(=O)(c1ccccc1)c1ccccc1 | -0.5 | -9 | 1 | -4 | 1.1 | 1% | 9 | -9 | 1.1
CCOc1cc(CNc2ncnc3nc[nH]c23)ccc1OC | -3.0 | -9 | 1.1 | 9 | 1 | 4% | -6 | -20 | 1.1
CCC(=O)c1ccc(OCC(O)CN2CCN(S(=O)(=O)N3CCCCC3)CC2)cc1 (configuration not stated) | -0.5 | 8 | 0.9 | 6 | 1.1 | 1% | 6 | -7 | 1
Cn1c(=O)c2c(SCC(=O)N3CCOCC3)nc(CC(C)(C)C)nc2n(C)c1=O | 1.7 | -2 | 1 | 1 | 1 | 4% | 2 | -9 | 1
COc1ccccc1Oc1ccccc1C(=O)O | 2.6 | -6 | 0.8 | -3 | / | / | -10 | -7 | /
O=S(=O)(c1ccccc1)C1(S(=O)(=O)c2ccccc2)CCCC1 | 1.3 | -2 | 0.8 | -1 | 1.1 | 1% | 32 | -19 | 1
COC(=O)c1ccc(COc2ccc3c4c(c(=O)oc3c2)CCC4)o1 | -1.1 | -7 | 0.9 | -10 | 2.5* | 23% | 5 | -1 | 1.1
CCCCc1[nH]nc2c1C1(C(=O)N(CC)c3ccccc31)C(C#N)=C(N)O2 (configuration not stated) | -3.4 | -21 | 0.9 | 7 | 1.1 | 2% | -2 | 24 | 1
COCCn1nnnc1C(c1ccc2ncccc2c1)N1CCN(c2ccccc2F)CC1 (configuration not stated) | 2.2 | 10 | 0.9 | -3 | 1.1 | 13% | -6 | 12 | 1
CCOC(=O)N1CCC(NC(=O)CNS(=O)(=O)c2ccc(Br)s2)CC1 | -2.7 | 3 | 0.9 | 1 | 1.2 | 5% | 1 | 16 | 0.99
COC(=O)c1sc(NC(=O)CSc2nnc(C(C)C)n2C)nc1C | 0.9 | 4 | 1 | 1 | 1 | 8% | 13 | -16 | 1
O=C(Nc1ccc(S(=O)(=O)N2CCCCC2)cc1)c1ccncc1 | -1.1 | 1 | 0.9 | -8 | 1.1 | 10% | 5 | -11 | 1
CCOC(=O)C1CCCCN1C(=O)CCc1c(C)nc2cc(-c3ccccc3)nn2c1C (configuration not stated) | 3.3 | 0 | 0.9 | -6 | 1.9 | 13% | -20 | -25 | 1.1
O=C(Nc1nc(=O)c2ccccc2s1)c1ccccc1 | -0.2 | / | 0.9 | -5 | 1.1 | 1% | 38 | 8 | 1.1
CCC(C)NC(=O)CSc1nc2ccccc2c(=O)n1CCCC(=O)NCC1CCCO1 (configuration not stated) | -2.1 | -2 | 0.9 | 2 | 1 | 9% | 10 | 19 | 1
O=C(COC(=O)CSCC(=O)N1CCCCC1)Nc1ccc(Cl)cc1 | -0.2 | -7 | 0.9 | -2 | 0.99 | 3% | -5 | 0 | 0.99
COc1ccc(N(CC(=O)N2CCc3ccccc3C2)S(=O)(=O)c2c(C)nn(C)c2C)cc1 | 7.3 | -5 | 1 | 3 | 1.1 | 3% | 0 | 8 | 1
CCOC(=O)c1ccc(NC(=O)CN(C)S(=O)(=O)c2ccc(OC)cc2)cc1 | -0.5 | -6 | 0.9 | 0 | 1 | 7% | 5 | 18 | 0.98
FC(F)(F)c1nc(N2CCN(c3ccccc3)CC2)nc2c1CCCCC2 | 1.5 | 2 | 0.9 | 2 | 1.2 | 3% | -7 | -4 | 1
CCOC(=O)c1ccc(NC(=O)CN2C(=O)CSC2=O)cc1 | -4.3 | 7 | 1 | -1 | 1.1 | 10% | 13 | 5 | 1
Cc1ccc(S(=O)(=O)Cn2nnnc2C(CC(C)C)N2CCN(c3ccc(F)cc3)CC2)cc1 (configuration not stated) | -1.6 | -2 | 0.9 | 3 | 1 | 4% | -4 | -15 | 1
COc1ccc(/C(O)=C2/C(=O)C(=O)N(c3nc(C)c(C)s3)C2c2ccco2)cc1 (configuration not stated) | 2.9 | / | 0.9 | -7 | 1.1 | 2% | -2 | -11 | 1.1
Cc1ccc(-c2nn3c(-c4ccco4)nnc3c3ccccc23)cc1S(=O)(=O)NCC1CCCO1 (configuration not stated) | 4.9 | -5 | 0.9 | -6 | 1.3 | 0% | -11 | 3 | 1
O=C(CS(=O)(=O)c1cn(Cc2ccc(Cl)cc2)c2ccccc12)N1CCOCC1 | 1.9 | 0 | 0.9 | 2 | 1 | 1% | 8 | -7 | 1
CCCCn1c(=O)n(CC(O)c2ccccc2)c(=O)c2c1ncn2C1CCCC1 (configuration not stated) | 0.1 | -20 | 1 | -3 | 0.94 | 8% | 5 | -7 | 0.97
COC(=O)Cc1csc(Nc2c(C)n(C)n(-c3ccccc3)c2=O)n1 | -4.3 | -2 | 0.9 | 1 | 1.1 | 8% | -2 | 20 | 0.99
O=C(O)CC1C(=O)NCCN1C/C=C/c1ccccc1 (configuration not stated) | -0.3 | -6 | 1 | -4 | 1.1 | 6% | 8 | -6 | 1
COc1ccc(OC)c(NC(=O)c2ccc(CN3CCOCC3)cc2)c1 | -3.2 | -5 | 0.9 | 0 | 1.1 | 10% | 3 | 24 | 1

An excerpt from above in order of length of the SMILES, low to high:
SMILES | HTR1A agonist | 5HT1a antag | TNAP act DEA | MMP13 inh | Fluor 339 460 | NADH coupling | SF1 activator | RORa activator | Abs 340nm
COc1cccc(OC)c1OCCCOc1c(OC)cccc1OC | 0.8 | -1 | 0.9 | -1 | 1.1 | 2% | 20 | 2 | 1
CCC(C)NC(=O)CSc1nc2ccccc2c(=O)n1CCCC(=O)NCC1CCCO1 (configuration not stated) | -2.1 | -2 | 0.9 | 2 | 1 | 9% | 10 | 19 | 1
CCOC(=O)C1CCCCN1C(=O)CCc1c(C)nc2cc(-c3ccccc3)nn2c1C (configuration not stated) | 3.3 | 0 | 0.9 | -6 | 1.9 | 13% | -20 | -25 | 1.1

Screening data from PubChem.
